Screening data (PubChem BioAssay)
AMA1-RON2 inh: qHTS for Inhibitors of AMA1-RON; Towards Development of Antimalarial Drug Lead: Primary Screen; AID 720542, 2013; AlphaScreen AMA1-biotinylated RON2 peptide binding; Potency, µM (highest dose often 58.2 µM), for inactives: at the top dose activity change, negative = inhibition, actives largely listed as inhibitors; Plasmodium falciparum AMA1 (3D7) - RON2 peptide interaction; 0.2% of 360,000 active;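 also: potency is read from the fitted curve at half-maximal effect; 0% = vehicle wells and -100% = peptide control; nearly all actives have a fitted effect of over 45% in size; some results filed as inactive show a strong effect at the top dose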
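AMA1 (3D7) with his tag at 25 nM final met compounds first, then biotinylated RON2 peptide at 25 nM; detection used donor plus acceptor beads, 10 µg/mL apiece, read by AlphaScreen after 30 min at room temperature.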
HCV inhibitor: qHTS Assay for Inhibitors of Hepatitis C Virus (HCV). Potency, µM (series often up to 41.8 µM), without a hit: at the top dose activity change, negative = inhibition, usual class: inhibitors. Huh7.5.1 HCVcc-Cre infection, luciferase reporter, 44 h. 3.4% of 340,000 active; also: potency is read from the fitted curve at half-maximal effect
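Seed cells (1,000/well) for 4 h; treat with compound and infect with HCVcc-Cre, moi about 0.5. Incubate 44 h, then detect luciferase activity.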
HCMV inh: qHTS Assay for inhibitors of the human cytomegalovirus (HCMV); HFF cells, HCMV-luciferase reporter, 72 h; active compounds read low; activity change, negative = inhibition, % at 57.5 µM; 4.5% of 410,000 active; AID 1259415, 2018; in the data active = activity change below about -60%; inconclusive = no clear call, values can overlap the other calls; inactive = above about -39%
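Inhibition of viral replication was scored as loss of reporter luminescence in HFFs infected with HCMV-luciferase (MOI 1 PFU/cell) for 72 h; compounds tested at 2 doses, normalized to buffer and Salinomycin controls.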
LmPK inhibitor: qHTS Assay for Inhibitors of Leishmania Mexicana Pyruvate Kinase (LmPK) | Q27686 | 0.37% of 290,000 active | purified LmPK, Kinase-Glo ATP luminescence, 1 h | Potency, µM (series often up to 57.5 µM), for inactives: top-dose activity change, negative = inhibition, most hits filed as inhibitors | AID 1721, 2009; also: potency is read from the fitted curve at half-maximal effect
Target sequence (Q27686 whole entry, looked up): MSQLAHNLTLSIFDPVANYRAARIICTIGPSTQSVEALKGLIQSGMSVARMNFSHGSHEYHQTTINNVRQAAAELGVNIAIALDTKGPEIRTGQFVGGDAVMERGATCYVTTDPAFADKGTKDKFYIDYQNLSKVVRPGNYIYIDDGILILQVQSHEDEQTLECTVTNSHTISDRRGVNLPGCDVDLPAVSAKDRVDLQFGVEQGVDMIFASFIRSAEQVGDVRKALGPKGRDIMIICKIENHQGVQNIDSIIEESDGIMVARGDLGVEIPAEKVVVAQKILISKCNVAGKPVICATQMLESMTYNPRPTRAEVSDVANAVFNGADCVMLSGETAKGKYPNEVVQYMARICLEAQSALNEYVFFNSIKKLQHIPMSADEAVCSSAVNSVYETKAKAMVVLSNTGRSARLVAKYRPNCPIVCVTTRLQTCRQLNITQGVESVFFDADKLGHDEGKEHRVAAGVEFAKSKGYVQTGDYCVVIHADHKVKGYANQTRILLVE
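In 50 mM imidazole pH 7.2 with 7 mM MgCl2, LmPK (0.1 nM) turned over PEP (0.5 mM) and ADP (0.1 mM) for 1 h at room temperature. Luciferase read-out of ATP.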
TbPYK inhibitor: qHTS of Trypanosoma Brucei Inhibitors; TbPYK enzyme, Kinase-Glo Plus ATP luminescence, 45 min; Potency, µM (titrated, usually from 76.8 µM), without a hit: at the top dose activity, negative = inhibition, usual class: inhibitors; 0.12% of 410,000 active; also: potency is read from the fitted curve at half-maximal effect; nearly all actives have a fitted effect of over 50% in size
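Glycolytic pyruvate kinase of T. brucei was incubated with substrate, test compound and 130 uM ADP for 45 minutes at room temperature. Luminescent Kinase-Glo Plus signal was measured after 10 minutes.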
AmpC detergent: qHTS Inhibitors of AmpC Beta-Lactamase (assay with detergent); Potency, µM (top dose mostly 114 µM), inactives show at the highest dose activity change, negative = inhibition, usual class: inhibitors; 0.041% of 370,000 active; P00811; AmpC hydrolysis of nitrocefin, absorbance 480 nm, 0.01% Triton;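 also: potency is read from the fitted curve at half-maximal effect; 0% = no-compound wells and -100% = no-enzyme wells; nearly all actives have a fitted effect of over 25% in size; some results filed as inactive show a strong effect at the top dose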
Target sequence (P00811 whole entry, looked up): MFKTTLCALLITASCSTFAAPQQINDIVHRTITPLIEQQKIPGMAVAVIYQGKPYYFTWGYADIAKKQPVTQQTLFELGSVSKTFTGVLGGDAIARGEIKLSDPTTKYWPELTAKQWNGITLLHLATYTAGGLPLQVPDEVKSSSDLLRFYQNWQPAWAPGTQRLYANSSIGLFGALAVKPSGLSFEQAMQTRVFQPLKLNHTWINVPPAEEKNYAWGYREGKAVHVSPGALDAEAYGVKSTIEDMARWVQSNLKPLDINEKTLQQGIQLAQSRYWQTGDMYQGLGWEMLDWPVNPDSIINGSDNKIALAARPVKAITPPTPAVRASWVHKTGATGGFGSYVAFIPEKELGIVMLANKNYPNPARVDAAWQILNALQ
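20 mM phosphate pH 7.0 + 0.01% (detergent screen) or 0.0001% Triton X-100; 5.3 nM AmpC reagent; cpd preinc 15 min RT; nitrocefin (800 uM stock) to start; A480 q20 s × 4 min; Activity was normalised to no-enzyme and no-compound control wells.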
AmpC no deterg: qHTS Inhibitors of AmpC Beta-Lactamase (assay without detergent); Potency, µM (doses to about 57.1 µM), for inactives: at the highest dose activity change, negative = inhibition, hits mostly inhibitors; AmpC nitrocefin hydrolysis, absorbance 480 nm, 0.0001% Triton; AID 485341, 2010; 0.52% of 330,000 active;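 also: potency is read from the fitted curve at half-maximal effect; plate controls were no compound for no effect and no enzyme for full effect; nearly all actives have a fitted effect of over 20% in size; some results filed as inactive show a strong effect at the top dose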
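20 mM phosphate pH 7.0 + 0.01% (detergent screen) or 0.0001% Triton X-100; 5.3 nM AmpC reagent; cpd preinc 15 min RT; nitrocefin (800 uM stock) to start; A480 q20 s × 4 min; Activity was normalised to no-enzyme and no-compound control wells.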
Numbers without * were called inactive; ? = inconclusive; · = not tested or not shown; & = joins results of further samples; [ ] = another dose, or the depositor's remark. Unless noted, calls follow the shape of the dose curve; as a rule, active = well fitted curve in the direction sought with a large enough effect; inconclusive = small, poorly fitted or top-dose-only effect, or another doubt; inactive = no such curve, though single readings can be large; an effect the other way counts as inactive or inconclusive. Unless noted, % is scaled to controls: 0 for no effect and ±100 for the full control effect.

SMILES	AMA1-RON2 inh	HCV inhibitor	HCMV inh	LmPK inhibitor	TbPYK inhibitor	AmpC detergent	AmpC no deterg
O=C(O)c1ccc2c(=O)n3c(nc2c1)/C(=C/c1ccc(Cl)c([N+](=O)[O-])c1)CC3	7%	1%	-39	0%	-2%	-4%	-12%
Cc1ccc(OCCn2c(-c3ccc(Br)cc3)nc3ccccc3c2=O)cc1C	·	·	20	·	4%	7%	·
CCOC(=O)c1ccc(NC(=O)Nc2nc3ccccc3s2)cc1	2%	·	-35	·	-10%	·	·
CC1(C)CC(=O)C(C=NCCN2CCN(C(=O)c3ccccc3)CC2)=C(O)C1	52%[activator]	8%	6	0%	4%	-4%	15%
Cc1cccc(NS(=O)(=O)c2ccc3c(c2)CCCN3C(=O)C2CCC2)c1C	·	·	4	·	-9%	1%	·
COc1cccc(/C=C/C(=O)OCC(=O)c2c[nH]c3ccccc23)c1	6%	-20%	25	·	-9%	-2%	-29%
O=C(O)c1ccc(N/N=C/c2ccc(-c3cc(Cl)ccc3Cl)o2)cc1	22%	6%	17	6%	-11%	6%	-31%
COc1ccc(C(=O)Nc2cccc(C(=O)Nc3cc(C)ccn3)c2)cc1	3%	?	26	·	-1%	·	·
O=c1[nH]c(CN2CCN(S(=O)(=O)c3ccc4c(c3)OCCO4)CC2)nc2sc3c(c12)CCCC3	22%[11.6 µM]	1%	-29	7%	-4%	-9%	0%
Cc1nnc(N2C(=O)c3oc4ccccc4c(=O)c3C2c2ccc(Cl)cc2)s1 (stereo not drawn)	·	·	0	·	4%	0%	·
O=C(NCCc1c[nH]c2ccccc12)c1cnc2n(c1=O)CCS2	2%	-27%	51	0%	1%	?	-19%
Cc1cc(C(=O)OCCN2C(=O)c3ccccc3C2=O)c2ccccc2n1	25%	15%	28	4%	5%	1%	138%[activator]
CCOc1ccc(-c2nnc(SCC(=O)Nc3ccccc3C(F)(F)F)o2)cc1	·	·	95	·	5%	20%	·
CCn1c(SCC(=O)Nc2ccccc2)nnc1-c1ccc(S(=O)(=O)N2CCOCC2)cc1	1%	-3%	-19	6%	5%	-13%	119%[activator]
CCc1ccc(OCC(=O)Nc2cccc3c2CCCC3)cc1	15%	?	-6	-2%	-19%	-20%	-32%

Four of these compounds, set out differently:
> Cc1cc(C(=O)OCCN2C(=O)c3ccccc3C2=O)c2ccccc2n1
  AMA1-RON2 inh: 25%	HCV inhibitor: 15%	HCMV inh: 28	LmPK inhibitor: 4%	TbPYK inhibitor: 5%	AmpC detergent: 1%	AmpC no deterg: 138%[activator]

> CCOc1ccc(-c2nnc(SCC(=O)Nc3ccccc3C(F)(F)F)o2)cc1
  AMA1-RON2 inh: ·	HCV inhibitor: ·	HCMV inh: 95	LmPK inhibitor: ·	TbPYK inhibitor: 5%	AmpC detergent: 20%	AmpC no deterg: ·

> CCn1c(SCC(=O)Nc2ccccc2)nnc1-c1ccc(S(=O)(=O)N2CCOCC2)cc1
  AMA1-RON2 inh: 1%	HCV inhibitor: -3%	HCMV inh: -19	LmPK inhibitor: 6%	TbPYK inhibitor: 5%	AmpC detergent: -13%	AmpC no deterg: 119%[activator]

> CCc1ccc(OCC(=O)Nc2cccc3c2CCCC3)cc1
  AMA1-RON2 inh: 15%	HCV inhibitor: ?	HCMV inh: -6	LmPK inhibitor: -2%	TbPYK inhibitor: -19%	AmpC detergent: -20%	AmpC no deterg: -32%

(continued)
SMILES	AMA1-RON2 inh	HCV inhibitor	HCMV inh	LmPK inhibitor	TbPYK inhibitor	AmpC detergent	AmpC no deterg
Cn1nc(-c2ccccc2)cc1NC(=O)CCCC(=O)O	-7%	28%	36	0%	2%	-14%	-18%
Cc1ccc(-n2nnc(-c3nsc(NC(=O)c4ccccc4C)n3)c2C)cc1Cl	·	·	-99*	·	-1%	7%	·
Cc1cccc(N(CC(=O)NC2CCCCC2)C(=O)c2csnn2)c1	-11%	-5%	11	0%	-2%	-3%	-15%
Cc1cc(C(=O)N2CCN(c3ccccn3)CC2)no1	-2%	-13%	-17	3%	-17%	?	-26%
CC(=O)c1ccc(NC(=S)N2CCN(c3cccc(Cl)c3)CC2)cc1	13%	0%	?	1%	-22%	-7%	-5%[2.29 µM]
CCOC(=O)/C(C#N)=C/c1c(N2CCN(c3ccc(OC)cc3)CC2)nc2c(C)cccn2c1=O	?	?	-11	9%	-4%	0%	43%
OC(c1ccc(F)cc1)c1nc(-c2cccc(F)c2)cs1 (stereo not drawn)	3%	·	-37	·	-8%	·	·
CCCCCC(=O)Nc1ccc(C(=O)CN2C(=O)NC3(CCCCCC3)C2=O)cc1	-2%	?	?	·	3%	-19%	?
O=C(CCn1c(=O)c2cccn2c2cccnc21)NCc1cccc(Cl)c1	-8%	13%	?	3%	2%	0%	-4%
O=C(NCc1ccc2c(c1)OCO2)C1CCC(CNS(=O)(=O)c2ccc(Cl)cc2)CC1 (stereo not drawn)	3%	13%	7	6%	-3%	-9%	-47%
Cc1ccc(C(=O)NNC2=NC(C)(C)Cc3ccccc32)cc1	59%[activator]	-15%	-38	3%	-7%	1%	67%[activator]
COC(=O)C1=C(c2ccc(OC(F)(F)F)cc2)C[C@@H]2CC[C@H]1N2C(=O)NCCOc1ccccc1	16%	?	-8	·	4%	10%	149%[activator]
c1ccc(N2CCN(Cc3cn4cccnc4n3)CC2)cc1	-5%	30%	1	4%	-9%	?	-23%
O=S(=O)(NC1CCCCCCC1)c1ccccc1	-16%	16%	-1	-6%	-6%	?	-13%
CCOC(=O)c1ccc(NC(=O)COC(=O)c2cccc(Oc3ccccc3)c2)cc1	12%	-28%	1	1%	5%	-2%	-23%
COc1ccccc1Nc1nc2ccc(C)cc2n2cnnc12	10%	6.3µM*	64	-1%	-2%	-1%	3%
O=C(O)Cn1c(SCCOc2ccccc2F)nc2ccccc21	1%	9%	-14	0%	-24%	?	-20%
CCOC(=O)c1ccc(NC(=O)CSC(=S)N2CCOCC2)cc1	-11%	-5%	?	-4%	4%	-7%	-28%
CCS(=O)(=O)N1CCc2cc(C(=O)NCc3ccc(Cl)cc3)ccc21	·	·	-18	·	-5%	16%	·
Cc1ccc(S(=O)(=O)N2CCC(C(=O)NCCC3=CCCCC3)CC2)cc1C	-2%	?	-15	·	1%	-17%	5%
CCOc1ccc(NS(=O)(=O)c2ccc3c(c2)CCN3C(=O)C2CCC2)cc1	0%	-19%	?	6%	0%	-4%	-19%
COc1ccccc1NC(=O)CSc1nncn1N	3%	0%	2	-8%	4%	-7%	-4%
Nc1c(C(=O)NCc2ccco2)nnn1CC(=O)Nc1ccccc1	1%	-10%	35	10%	-3%	4%	-24%
COc1ccccc1/C=C/c1nc(C#N)c(N2CCCCCC2)o1	·	·	-28	·	0%	15%	·
O=C(Nc1ccc(N2CCCC2)cc1)c1ccc2ccccc2c1	-5%	5%	-12	-1%	-11%	1%	-22%
CC(OC(=O)C1=COCCO1)C(=O)c1ccc(C(C)(C)C)cc1 (stereo not drawn)	-3%	27%	-7	·	-10%	-15%	15%
O=C(NC1CCCC1)C(c1ccccc1)N(C(=O)c1ccco1)C1CCCC1 (stereo not drawn)	0%	-17%	-78*	5%	-9%	?	59%
O=C(CSc1nncs1)Nc1ccc(Cl)cc1C(F)(F)F	-4%	17%	-26	·	5%	-10%	-22%
CCOC(=O)C1CCCN(C(=O)COc2ccc(N(C)S(=O)(=O)c3ccc(C)cc3)cc2)C1 (stereo not drawn)	-4%	7%	-38	3%	-5%	1%	115%[activator]
CN(C)c1ccc(C2NC(=O)c3ccccc3N2)cc1 (stereo not drawn)	-17%	?	12	-3%	-9%	1%	1%
O=C(NC1CCN(C(=S)NCc2ccco2)CC1)c1ccc(F)cc1	2%	7%	-8	4%	-2%	?	-4%
CCOC(=O)CN1C(=O)C(=O)c2cc(C)ccc21	3%	-4%	18	-2%	9%	-7%	8%
COc1cnc(-c2ccccn2)nc1Sc1ccc(C)cc1	5%	?	-81*	0%	3%	8%	46%
CCn1c(SCC(=O)c2ccc(Br)cc2)nnc1C(C)NC(=O)Cc1ccc(OC)cc1 (stereo not drawn)	1%	-1%	10	-6%	-3%	?	-3%
O=C1C(Cl)=C(N2CCOCC2)C(=O)N1c1ccccc1F	15%	14%	-9	3%	10%	6%	-5%
Cc1ccc(C2=NS(=O)(=O)N(C)C(C(=O)N3CCOCC3)=C2)cc1	4%	7%	18	-5%	1%	-11%	9%
COC(=O)C1=C(c2ccc(F)cc2F)C[C@@H]2CC[C@H]1N2C(=O)NCCNC(C)=O	12%	0%	·	·	3%	6%	-13%
COC(=O)c1ccccc1C(=O)N(Cc1cccnc1)CC1CCCN(C2CCCCC2)C1 (stereo not drawn)	8%	11%	-26	2%	-5%	-2%	29%
CCOc1ccccc1NC(=O)N(Cc1ccc(F)cc1)C1CCN(CC)CC1	·	·	-25	·	2%	10%	·
O=C(NCc1ccccc1Cl)C1CCCN1S(=O)(=O)c1ccccc1F (stereo not drawn)	-13%	-5%	63	-10%	-9%	2%	-11%
COc1ccc(OC)c(C2c3c(oc4ccccc4c3=O)C(=O)N2CCCN(C)C)c1 (stereo not drawn)	3%	20%	-13	2%	-9%	?	-13%
COc1ccc(OC)c(NS(=O)(=O)c2ccc3c(c2)C(C)(C)C(=O)N3C)c1	0%	-10%	-24	2%	-9%&5%	10%&20%	56%
Cc1ccc(-c2nc(CS(=O)(=O)CC(=O)N3CCc4ccccc4C3)c(C)o2)cc1	-4%	?	-10	-7%	-5%	?	40µM*
CSCCC(NS(=O)(=O)c1ccc(Cl)cc1)C(=O)OCC(=O)c1ccc(F)cc1 (stereo not drawn)	13%[2.32 µM]	4%	65	6%	1%	6%	-22%
CCOC(=O)c1cnc2ccccc2c1NCCO	-3%	-1%	32	6%	-2%	?	-17%
CC(Sc1ncnc2sc(-c3ccccc3)cc12)C(=O)NCC1CCCO1 (stereo not drawn)	-7%	?	-35	·	-5%	-10%	205%[activator]
CCOc1ccccc1N(CC(=O)NC1CCCCC1)S(=O)(=O)c1ccccc1	-7%	-18%	-27	3%	6%	0%	81%[activator]
CCOC(=O)COc1ccccc1/C=C1/NC(=O)NC1=O	-3%	-15%	-25	-3%	-6%	-11%	2%
O=C(N/C(=C/c1cccnc1)C(=O)N1CCOCC1)c1ccccc1Cl	5%	-9%	31	-10%	1%	4%	-8%
